From PubChem
aGal spleen mod: inhibitors or activators of human alpha-galactosidase in spleen homogenate | human spleen homogenate, 4MU-alpha-Gal fluorescence, 40 min | Potency, µM (highest dose often 80 µM), for the others: at the top dose activity change, negative = inhibition, most hits filed as inhibitors | 240,000 compounds, 0.008% hits;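 note: potency is the fitted concentration of half-maximal effect; 0% = enzyme with vehicle and -100% = no enzyme basal signal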
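Fluorogenic readout (Ex 365/Em 440 nm) of 4-methylumbelliferone released from 1 mM 4-MU-alpha-galactoside by spleen homogenate, 40 min at 37C, pH 5.0. Data normalized to no-enzyme and enzyme controls; Hill-equation AC50 from compound titrations.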
TRb SRC2 PPI: inhibitors of human thyroid hormone receptor beta-SRC2 interaction | Potency, µM (highest dose often 106 µM), without a hit: top-dose activity change, negative = inhibition, hits mostly inhibitors | AID 1469 | 280,000 compounds, 0.065% hits | TRbeta-SRC2 peptide binding, fluorescence polarization; receptor liganded with 1 µM T3;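 note: potency is the fitted concentration of half-maximal effect; plate controls were bound peptide for no effect and peptide without receptor for full effect; nearly all actives have a fitted effect of over 50% in size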
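Human TRb ligand-binding domain (0.6 uM) is mixed with 20 nM Texas Red SRC2 peptide and 1 uM T3; after compound addition and 5 hr at ambient temperature, polarization is measured and normalized to unbound and bound controls.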
Tau fluor cs: counter-screen for tau fibril formation inhibitors. tau K18 P301L (four-repeat tau fragment) Alexa594 fluorescence, heparin fibrillization. Potency, µM (series often up to 57.7 µM), for the others: at the highest dose activity change, negative = decrease. 280,000 compounds, 0.93% hits; note: potency is the fitted concentration of half-maximal effect; % is set by controls: 0 for no effect and ±100 for the full control effect; nearly all actives have a fitted effect of over 55% in size
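Human K18 P301L tau (15 uM unlabeled plus 0.24 uM Alexa 594-labeled, final) in 100 mM sodium acetate pH 7 was mixed with compound and 20 uM heparin and incubated 6 hr at 37 C.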
TR SRC2 fluor cs: alters Texas Red total fluorescence, flagging assay interference | Potency, µM (top dose mostly 106 µM), without a hit: at the top dose fluorescence change, negative = quenching | AID 1479 | TRb/SRC2 Texas Red total fluorescence interference | 280,000 compounds, 0.29% hits; active = well fitted curve in either direction with a large enough effect; inconclusive = small, poorly fitted or top-dose-only effect; note: potency is the fitted concentration of half-maximal effect; % is set by controls: 0 for no effect and ±100 for the full control effect
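Flags fluorescent or light-absorbing compounds by total fluorescence, S + 2P, at 555 nm excitation and 632 nm emission. Mixture: 20 nM Texas Red SRC2 peptide, 0.6 uM human TRb LBD, 1 uM T3, 5% DMSO; compound exposure 5 h at ambient temperature.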
Tau fibril FP: inhibitors of human tau fibril formation; P10636; K18 P301L tau heparin fibrillization, Alexa594 FP, 6 h; Potency, µM (doses to about 57.7 µM), for inactives: at the highest dose activity, negative = inhibition, hits mostly inhibitors; 280,000 compounds, 0.39% hits; AID 1468; note: potency is the fitted concentration of half-maximal effect; % is set by controls: 0 for no effect and ±100 for the full control effect; nearly all actives have a fitted effect of over 55% in size
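Human tau K18 […] P301L fragment, 15 uM unlabeled plus 0.24 uM Alexa 594-labeled tau (final), with compound and 20 uM heparin in 100 mM sodium acetate pH 7; 6 hr at 37 C, then Alexa 594 FP read.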
CBFb RUNX1 block: blocks binding between human CBF-beta and RUNX1; Q01196+Q13951; AlphaScreen CBFb-His/RUNX1-biotin binding, biochemical; Potency, µM (top dose mostly 59.8 µM), for inactives: at the highest dose activity, negative = inhibition, actives largely listed as inhibitors; 230,000 tested, under 10 active; note: % of control where 0% means no effect
Target sequence (Q01196 whole entry, looked up): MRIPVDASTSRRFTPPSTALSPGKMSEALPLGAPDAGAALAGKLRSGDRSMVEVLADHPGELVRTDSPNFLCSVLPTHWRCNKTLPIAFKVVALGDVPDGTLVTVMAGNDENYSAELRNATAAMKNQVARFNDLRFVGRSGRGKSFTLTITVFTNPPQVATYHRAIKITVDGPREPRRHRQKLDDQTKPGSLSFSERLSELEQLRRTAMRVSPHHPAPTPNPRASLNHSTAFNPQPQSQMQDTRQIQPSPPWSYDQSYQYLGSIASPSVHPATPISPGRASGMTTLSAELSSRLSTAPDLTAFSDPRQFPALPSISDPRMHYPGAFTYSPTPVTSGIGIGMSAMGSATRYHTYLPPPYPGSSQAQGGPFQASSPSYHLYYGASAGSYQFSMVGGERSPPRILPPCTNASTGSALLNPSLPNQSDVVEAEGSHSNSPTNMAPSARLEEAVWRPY
Target sequence (Q13951 whole entry, looked up): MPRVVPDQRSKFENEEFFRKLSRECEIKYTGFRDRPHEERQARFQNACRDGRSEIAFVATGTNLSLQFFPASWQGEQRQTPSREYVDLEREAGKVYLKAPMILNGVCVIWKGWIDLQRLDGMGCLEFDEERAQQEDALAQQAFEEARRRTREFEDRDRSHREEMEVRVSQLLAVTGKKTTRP
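Proteins preincubated together for 20 min at RT before compound addition; 15 min later, nickel and streptavidin beads were added and left 90 min prior to AlphaScreen measurement.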
Epigenetic derep: epigenetic control regulation, reporter derepression | 280,000 compounds, 0.2% hits | Potency, µM (top dose mostly 53.9 µM), without a hit: at the top dose GFP activation, usual class: activators | murine LDR cells, GFP reporter derepression, 30 h; note: potency is the fitted concentration of half-maximal effect; % of control where 0% means no effect; nearly all actives have a fitted effect of over 60% in size
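Reporter derepression read as number of fluorescent GFP-positive objects, 20-120 um in size, counted by laser-scanning cytometer. Mouse LDR line with an epigenetically silenced CMV-GFP locus; compound incubation 30 h, 37 C.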
NPSR antag: blocks cAMP signaling of the human neuropeptide S receptor; AID 1461; Potency, µM (top dose mostly 38.3 µM), for inactives: at the top dose activity change, negative = inhibition, most hits filed as inhibitors; Q6W5P4; CHO-NPSR cells, cAMP TR-FRET, antagonist mode; 220,000 compounds, 1% hits; note: potency is the fitted concentration of half-maximal effect; % is set by controls: 0 for no effect and ±100 for the full control effect; nearly all actives have a fitted effect of over 50% in size; many of its hits are not listed in these tables
Target sequence (Q6W5P4 whole entry, looked up): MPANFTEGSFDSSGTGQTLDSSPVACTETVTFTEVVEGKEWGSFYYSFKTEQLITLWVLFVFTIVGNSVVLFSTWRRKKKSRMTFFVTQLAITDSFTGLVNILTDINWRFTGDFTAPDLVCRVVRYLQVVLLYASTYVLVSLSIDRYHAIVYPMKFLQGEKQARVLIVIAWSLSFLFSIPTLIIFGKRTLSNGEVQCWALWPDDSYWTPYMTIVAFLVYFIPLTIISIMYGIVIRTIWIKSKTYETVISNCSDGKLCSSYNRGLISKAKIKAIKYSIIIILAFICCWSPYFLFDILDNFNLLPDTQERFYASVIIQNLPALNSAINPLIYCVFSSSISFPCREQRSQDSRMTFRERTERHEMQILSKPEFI
* = called active by the depositor; ? = inconclusive; . = no result given; [ ] = remark or other dose. Unless noted, calls come from the whole dose curve; as a rule, active = well fitted curve in the direction sought with a large enough effect; inconclusive = small, poorly fitted or top-dose-only effect, or another doubt; inactive = no such curve, though single readings can be large; an effect the other way counts as inactive or inconclusive. Only part of the results is shown. The share of hits here may be higher or lower than overall.

SMILES	aGal spleen mod	TRb SRC2 PPI	Tau fluor cs	TR SRC2 fluor cs	Tau fibril FP	CBFb RUNX1 block	Epigenetic derep	NPSR antag
CCC(C)C(=O)OC1CCC=C2C=CC(C)C(CCC3CC(O)CC(=O)O3)[C@@H]21 (stereo not given in full)	8%	0%	-6%	-1%	-8%	.	0.4%	.
Cc1ccc(NC(=O)CN2C(=O)N/C(=C/c3ccc(C)s3)C2=O)cc1	-1%	-1%	-15%	3%	-14%	5%	?	9%
Cc1cccc(N2CCN(C(=O)c3ccc4ncsc4c3)CC2)c1C	-12%	-13%	-12%	-2%	-3%	-4%	-0.8%	-20%[46.1 µM]
CC1=CC2=NC(=O)CC(C)(C(=O)N(CC(=O)NC(C)(C)C)Cc3cccs3)N2C=C1 (stereo not given)	2%	-2%	-2%	0%	-3%	5%	0.0%	-6%[46.1 µM]
COc1ccccc1CNC(=O)c1ccc(-c2nc(CS(=O)c3ccc(C)cc3)c(C)o2)cc1 (stereo not given)	.	8%	-6%	-4%	1%	.	2.5%	.
COc1ccc2nccc(C(=O)O)c2c1	8%[29.1 µM]	-4%[53 µM]	.	-2%[53 µM]	.	-17%[21.7 µM]	-1.4%[16.9 µM]	.
O=C1C=C(NCc2ccc(Cl)c(Cl)c2)C2(CCCCC2)O1	-10%	-1%	-20%	-2%	6%	9%	-0.9%	?
COc1ccc(S(=O)(=O)N2CCN(C3Cc4ccccc4C3)CC2)cc1	-1%	10%	-7%	-1%	6%	11%	0.0%	-5%
COc1ccc(-c2[nH]ncc2CN(C)Cc2cnccn2)c(OC)c1	-10%	-1%	6%	-2%	0%	2%	0.0%	3%
O=C(C1CCN(S(=O)(=O)c2cccs2)CC1)N(c1ccccn1)C1CCCCC1	9%	4%	-6%	0%	-1%	7%	3.3%	-9%
CSCCC(CO)NC(=O)OCc1ccccc1 (stereo not given)	-20%	6%	-12%	1%	-1%	11%	-1.1%	-3%[46.1 µM]
C=C/C1=C/Cc2ccccc2C(C[N+](=O)[O-])C(C(=O)OC)(C(=O)OC)C1 (stereo not given)	21%[17.5 µM]	8%[11.2 µM]	-9%[11.6 µM]	-11%[11.2 µM]	0%[11.6 µM]	5%[13.1 µM]	-2.0%[10.1 µM]	.
COc1ccc(OC)c(NS(=O)(=O)c2ccc(Cl)s2)c1	1%	-14%	-9%	-1%	0%	-13%	-1.0%	-11%[46.1 µM]
Cc1ccc2ncccc2c1N	0%	1%	-14%	-1%	-3%	6%	-0.2%	2%
O=C(NCCCO)C(=O)Nc1c2c(nn1-c1ccccc1)CSC2	.	5%	1%	0%	-15%	.	11%	.
O=S1(=O)CC=C(CSc2nc3ccccc3[nH]2)C1	2%	8%	0%	-3%	5%	1%	-0.7%	?
COC(=O)c1ccc(N2CN=C(c3ccc(C)cc3)NC2=S)cc1	-8%	0%	-27%	0%	?	-2%	1.0%	18%
OC[C@H]1O[C@@H](n2cnc3c(Nc4ccccc4)ncnc32)[C@H](O)[C@@H]1O	7%	2%	-6%	0%	-11%	21%	-1.4%	3%
O=C(NCC1CCCO1)c1ccc2c(=O)n(CC3CCCO3)c(SCC(=O)N3CCCC3)nc2c1 (stereo not given)	4%	2%	0%	-1%	-1%	?	-2.4%	-3%
COc1cccc(CN2CCNC(=O)C2CC(=O)N(C)Cc2cnccn2)c1OC (stereo not given)	0%	4%	-2%	-1%	3%	8%	0.0%	-20%
COC(=O)c1ccsc1NC(=O)CSc1nnnn1-c1ccccc1SC	-12%	-2%	-25%	-4%	-3%	4%	0.9%	-17%[46.1 µM]
CCOC(=O)C1CCN(Cc2cnc(Oc3ccc(OC)cc3)s2)CC1	-1%	9%	-4%	6%	1%	-3%	0.5%	-11%[46.1 µM]
CCn1c2c(c(=O)n3ncc(C(=O)Nc4ccc(OC(F)(F)F)cc4)c13)CN(Cc1ccc(OC)cc1)CC2	.	2%	-24%	1%	-10%	.	2.5%	.
CCNc1nc(NC(C)(C)C)nc(N(CC)n2cnnc2)n1	-2%	-4%	3%	3%	-5%	1%	-0.5%	0%[46.1 µM]
COc1cc(/C=N/Nc2ccc(Cl)cc2)ccc1OC(=O)c1cccs1	-3%	-1%	-26%	-11%	13%	-8%	0.0%	-2%

Single records (already shown).
Results for `COc1cccc(CN2CCNC(=O)C2CC(=O)N(C)Cc2cnccn2)c1OC` (stereo not given) → aGal spleen mod = 0%; TRb SRC2 PPI = 4%; Tau fluor cs = -2%; TR SRC2 fluor cs = -1%; Tau fibril FP = 3%; CBFb RUNX1 block = 8%; Epigenetic derep = 0.0%; NPSR antag = -20%
Results for `O=S1(=O)CC=C(CSc2nc3ccccc3[nH]2)C1` → aGal spleen mod = 2%; TRb SRC2 PPI = 8%; Tau fluor cs = 0%; TR SRC2 fluor cs = -3%; Tau fibril FP = 5%; CBFb RUNX1 block = 1%; Epigenetic derep = -0.7%; NPSR antag = ?

Carrying on:
SMILES	aGal spleen mod	TRb SRC2 PPI	Tau fluor cs	TR SRC2 fluor cs	Tau fibril FP	CBFb RUNX1 block	Epigenetic derep	NPSR antag
CC(=O)c1cccc(NC(=O)Oc2ccccc2)c1	-3%	-5%	1%	-1%	-1%	2%	0.0%	-3%[46.1 µM]
O=C(CSc1nnc(Cc2cc(=O)[nH]c(=O)[nH]2)n1-c1ccc(Cl)cc1)N1CCc2ccccc21	1%	10%	-2%	0%	-3%	2%	-1.8%	14%
CC(NC(=O)c1ccco1)C(c1cccs1)N1CCOCC1 (stereo not given)	7%	-3%	-3%	-4%	-1%	-3%	2.3%	9%[46.1 µM]
COc1ccc(CNC(=O)Cc2c(C(=O)O)[nH]c3ccccc23)cc1	4%	1%	1%	0%	5%	-1%	-1.1%	-3%[46.1 µM]
COc1cc2c(cc1OC)CN(C(=O)COc1ccc(C#N)cc1)CC2	-5%	-1%	-3%	-2%	-4%	7%	0.0%	-12%[46.1 µM]
CCOC(=O)c1ccc(Oc2cc(C)nc(SC)n2)cc1	4%	-14%	0%	0%	6%	16%	-14%	-3%[46.1 µM]
O=C(O)CCC(=O)NNC(=O)c1ccc(-c2ccccc2)cc1	0%	-7%	4%	-3%	7%	6%	2.3%	10%
COC(=O)[C@H](CCSC)NC(=O)C/C=C\[C@@H](C)CO	-6%[17.5 µM]	2%[11.2 µM]	-5%[11.6 µM]	-1%[11.2 µM]	-1%[11.6 µM]	4%[13.1 µM]	3.4%[10.1 µM]	.
Cc1ccc(C(=O)NCC(=O)NC2CCCC2)cc1	6%	-4%	-5%	-2%	0%	3%	1.1%	12%
CNC(=O)c1ccc(-c2ccc(Cl)c(Cl)c2)s1	2%	8%	-22%	-3%	?	-8%	2.6%	1%
CCc1nc2ccccc2n1CC(O)COCC1CC=CCC1 (stereo not given)	-2%	-2%	-7%	0%	-7%	5%	-2.2%	-3%
O=C(O)c1cccc(CSc2nnc(-c3ccco3)o2)c1	-6%	-12%	-3%	-2%	-3%	1%	-2.2%	-7%[46.1 µM]
O=C1Nc2ccccc2C(=O)N2CCCCC12 (stereo not given)	5%	-2%	-2%	0%	9%	1%	-1.0%	0%
CCc1ccc(NC(=O)C(C)Oc2nnc(-c3cccs3)c(-c3cccs3)n2)cc1 (stereo not given)	4%	9%	-21%	8%	16%	?	6.9%	-27%[46.1 µM]
COc1ccc(C2c3c(oc4ccccc4c3=O)C(=O)N2c2ccc(C)cn2)cc1OC (stereo not given)	-4%	4%	-4%	1%	11%	-2%	-1.0%	-18%
C=CCn1c(COc2ccc(CC)cc2)nnc1SCC(=O)N(C)C1CCS(=O)(=O)C1 (stereo not given)	9%	4%	4%	4%	4%	8%	-0.2%	-2%[46.1 µM]
N#Cc1c2n(c3c(=O)n(Cc4ccc(Cl)cc4)cnc13)CCCC2	-3%	1%	1%	1%	2%	-1%	0.7%	-17%[46.1 µM]
COc1ccc(OC)c(NC(=O)C2CCN(c3nc(C)cc(C)n3)CC2)c1	-13%	-9%	-5%	-1%	1%	0%	-0.3%	12%[46.1 µM]
O=C1CN(C(=O)COC(=O)/C=C/c2ccco2)c2ccccc2N1	5%	-3%	-5%	-2%	-2%	-16%	-0.6%	6%
CCCCOc1ccc(NC(=O)C2OC3OC(C)(C)OC3C3OC(C)(C)OC23)cc1 (stereo not given)	7%	1%	-6%	0%	0%	4%	0.0%	14%
CCN(CC)C(=O)NC(c1ccc(C)c(F)c1)C(Cl)(Cl)Cl (stereo not given)	-1%	7%	-5%	0%	5%	23%	-1.1%	-41%
COc1ccc2c(c1OC)C(=O)NC(C)=C(C(=O)OC(C)(C)C)C2O (stereo not given)	-6%	4%	-8%	-2%	5%	11%	1.4%	-12%[46.1 µM]
O=C(CSc1n[nH]c(=O)n1-c1cccnc1)N1CCOCC1	-6%	-3%	-3%	-4%	3%	11%	-1.1%	-11%
COc1ccc(CCN2C(=S)N(C)C(=O)C2CC(=O)Nc2ccc(F)cc2)cc1 (stereo not given)	-8%	-3%	?	-7%	?	9%	0.0%	34%
COc1ccc(C[C@H](C(=O)O)N2C(=O)c3ccc(C(=O)O)cc3C2=O)cc1	-9%	-2%	.	-4%	.	21%	.	.
COc1ccc(C2C(C(=O)N3CCOCC3)=C(C)NC3=C2C(=O)CC(C)(C)C3)cc1O (stereo not given)	1%	9%	6%	0%	-1%	8%	-2.1%	-7%[46.1 µM]
O=C(c1ccccc1-c1ccccc1)N1CCOCC1	-2%	1%	9%	5%	5%	7%	1.0%	-1%[46.1 µM]
COc1ccc(/C=C/C(=O)O/N=C(\N)c2ccccc2)cc1OC	9%	1%	-21%	2%	-10%	16%	-1.0%	7%
COc1cccc(C=NCCNC(=O)c2nonc2N)c1O	2%	-2%	-6%	-5%	-3%	5%	-1.1%	0%[46.1 µM]
O=C(CN1C(=O)C2C3c4ccccc4C(c4ccccc43)C2C1=O)Nc1ccccc1C(=O)O (stereo not given)	0%	-2%	-1%	-9%	7%	-16%	-0.7%	-17%

Single entries from above.
Result for `CNC(=O)c1ccc(-c2ccc(Cl)c(Cl)c2)s1` in aGal spleen mod: 2%
Result for `O=C(CSc1nnc(Cc2cc(=O)[nH]c(=O)[nH]2)n1-c1ccc(Cl)cc1)N1CCc2ccccc21` in Tau fluor cs: -2%
